Compound activity as filed in PubChem.
MOR-DOR inv ag = inverse agonists of human mu-delta opioid receptor heterodimerization; cell-based MOR-DOR heterodimer luminescence, inverse agonism; inhibition, % at 9.3 µM; 340,000 compounds, 0.21% hits; in the data active = inhibition above about 22%, passing the limit was not always enough;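 also: 0% = cells with DMSO and 100% = wells without cells with DMSO; values of inactives mirror those of a sister screen read the other way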
Target sequence (P35372 whole entry, looked up): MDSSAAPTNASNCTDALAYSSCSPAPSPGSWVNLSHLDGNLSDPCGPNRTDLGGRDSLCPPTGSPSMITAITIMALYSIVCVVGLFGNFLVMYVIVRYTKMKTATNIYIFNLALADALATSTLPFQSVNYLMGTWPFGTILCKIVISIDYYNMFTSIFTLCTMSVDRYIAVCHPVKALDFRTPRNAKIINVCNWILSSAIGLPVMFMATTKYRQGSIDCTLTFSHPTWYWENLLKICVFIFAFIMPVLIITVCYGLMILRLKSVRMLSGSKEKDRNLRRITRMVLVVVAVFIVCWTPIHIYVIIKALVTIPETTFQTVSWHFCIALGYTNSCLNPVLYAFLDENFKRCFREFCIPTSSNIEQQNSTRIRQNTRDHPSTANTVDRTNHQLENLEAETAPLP
Target sequence (P41143 whole entry, looked up): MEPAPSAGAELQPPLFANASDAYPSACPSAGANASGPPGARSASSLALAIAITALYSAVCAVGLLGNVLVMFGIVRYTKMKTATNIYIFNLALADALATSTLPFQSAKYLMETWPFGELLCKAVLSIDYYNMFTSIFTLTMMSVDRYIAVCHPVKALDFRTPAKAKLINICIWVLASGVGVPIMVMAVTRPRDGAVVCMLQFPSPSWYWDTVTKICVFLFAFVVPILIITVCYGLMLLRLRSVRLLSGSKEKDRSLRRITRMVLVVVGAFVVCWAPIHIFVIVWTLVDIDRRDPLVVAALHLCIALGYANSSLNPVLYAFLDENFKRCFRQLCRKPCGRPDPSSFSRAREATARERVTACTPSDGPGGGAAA
E coli growth = bacterial growth inhibition, counter-screen for AddAB inhibitors; inhibition, % at 11.9 µM; E. coli V3065 growth, OD600 absorbance, 18 h; 330,000 compounds, 0.27% hits;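 active = inhibition above the campaign's mean inhibition across all tested compounds plus 3 SD, cut at about 9.9% in these data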;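 also: uninfected addAB+ strain grown without phage in ampicillin broth; 0% = DMSO wells and 100% = ciprofloxacin 0.95 µg/ml wells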
PKA-R1A activ = activates the PKA-R1A holoenzyme complex | AID 504707 | 340,000 compounds, 0.083% hits | activation, % at 11.4 µM | PKA-R1A dissociation, Cy5-IP20 fluorescence polarization; scaled: DMSO 0%, 113 µM cGMP 100%;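 active = percent activation above the mean of all tested compounds plus 3 SD, cut at about 19% in these data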;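 also: higher means more PKAc released from R1A so a rise in polarization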
Arrestin-AP2 inh = inhibitors of human beta-arrestin and AP2 interaction | FITC-arrestin peptide / GST-AP2 beads, flow cytometry; AP2 beta2 appendage carries R879A mutation | inhibition, % at 10 µM | 340,000 compounds, 0.31% hits | AID 504490;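 active = inhibition above a set limit, near 3 SD of compounds lacking own fluorescence, cut at about 54% in these data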;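 also: plate controls were DMSO wells for no effect and 5 µM unlabelled arrestin peptide for full effect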
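Assay system: GST-AP2 R879A bound to glutathione beads, E. coli-expressed; Medium: PBS with 0.05% Tween 20 and 0.1% BSA; Also added: fluorescein-tagged arrestin peptide at 50 nM final; Timing: 12 min plus 1 h, RT; Measured by: flow cytometry, FL1 (488/535 nm); Evaluation: percent drop in bead-associated FITC signal.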
Mot1-301 SUMO = inhibitors of SUMOylation pathway: yeast Mot1-301 growth rescue; 320,000 compounds, 1% hits; AID 2716; growth rescue, % at 18.8 µM; S. cerevisiae Mot1-301 growth rescue, ATP luminescence, 38.5C; percent above DMSO median, 100 means doubled;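 active = every valid replicate shows activation above 250% relative to neutral control wells; inactive = the rest, any valid replicate at or below 250%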;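 also: OY570 slx delta 5 strain wells were the positive control but not used for scaling; some compounds called inactive have numbers as strong as hits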
Tat export inh = blocks Tat-dependent protein export in E. coli | AID 488895 | 340,000 compounds, 0.036% hits | E. coli MC4100 TorA-mCherry Tat export, fluorescence | inhibition, % at 10 µM;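 active = mean replicate inhibition at least 50% and at least half of replicates individually reaching 50%; inconclusive = only one of the two criteria met; inactive = neither criterion met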;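 also: exported cargo escapes ClpAP degradation while cytoplasmic cargo is degraded and loses fluorescence; 0% = median of neutral control wells and 100% = median of NaSCN control wells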
PfHsp90 set2 = inhibits growth of yeast expressing Plasmodium falciparum Hsp90; inhibition, % at 9.4 µM; S. cerevisiae expressing PfHsp90, BacTiter-Glo ATP, 48 h; yeast lacking PDR1 and PDR3 efflux regulators; 310,000 compounds, 0.32% hits;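 active = every replicate shows inhibition above about 80%, whatever the replicate mean, limit read from the data; inconclusive = mean inhibition reaches the set limit but some replicate falls short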;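 also: 0% = DMSO neutral controls and 100% = 20 µM radicicol positive controls; yeast relying on Plasmodium falciparum Hsp90 in place of its own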
MOR-DOR ag = OPRM1-OPRD1 heterodimerization agonism. cells, luminescence. 340,000 compounds, 0.3% hits. P35372+P41143. activation, % at 9.3 µM; in the data active = activation above about 18%;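 also: 0% = vehicle-treated cells and 100% = reference agonist; values of inactives mirror those of a sister screen read the other way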
phage Ecoli inh = E. coli growth loss with phage present; growth absorbance; 360,000 compounds, 0.26% hits; inhibition, % at 11.9 µM; in the data active = inhibition above about 11%
AddAB inh = less growth of phage-infected E. coli with AddAB; E. coli expressing H. pylori AddAB, absorbance growth; 330,000 compounds, 0.29% hits; inhibition, % at 11.9 µM; in the data active = inhibition above about 12%;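 also: 0% = vehicle wells of infected cells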
DSG3 Ab inh = blocks pemphigus antibody binding to human desmoglein-3 | P32926 | DSG3-coupled beads, scFv-anti-DSG3-GFP binding, flow cytometry; stronger effect = lower value | binding (percent of control), % at 10 µM | 310,000 compounds, 0.48% hits | AID 588358;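 active = binding more than 3 SD below its plate's average and above zero; inconclusive = below that plate limit but binding exactly zero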; also: some compounds called inactive have numbers as strong as hits
An asterisk follows results filed as active; i = inactive; ? = inconclusive; . = not tested or not shown.

SMILES	MOR-DOR inv ag	E coli growth	PKA-R1A activ	Arrestin-AP2 inh	Mot1-301 SUMO	Tat export inh	PfHsp90 set2	MOR-DOR ag	phage Ecoli inh	AddAB inh	DSG3 Ab inh
COc1ccc(CN2CCNC(=O)C2CC(=O)NCCC2=CCCCC2)c(F)c1 (centres undefined)	-6	0.3	-2	23	-3	2	-2	1.1	4.6	-1.9	104
Oc1ccc(/C=N/NC(=S)Nc2cccnc2)c(O)c1O	-21	.	-1	17	.	2	0	4.1	15*	.	53*
COc1ccccc1NC(=O)CCSc1nc(C)cs1	2	-0.7	-6	0	227	0	4	-0.4	0.6	5.7	109
CCOC(=O)C1=C(COC(=O)/C=C/c2cccc(Br)c2)NC(=O)NC1C (centres undefined)	8	1.6	-5	8	14	7	-15	-2.0	6.4	0.8	.
Nc1cc2c(cc1C(=O)c1cccc(Br)c1)OCCO2	5	0.3	-2	3	17	2	-5	-0.8	4.8	1.8	88
Cc1nc(-c2ccccn2)sc1C(=O)Nc1ccc(F)cc1	2	1.4	0	2	-15	6	-24	-0.3	1.6	-0.5	.
CC(=O)c1ccc(NC(=O)COC(=O)C2CCN(S(=O)(=O)c3cccs3)CC2)cc1	-3	.	-6	-6	.	33	0	0.4	0.7	.	103
CN1C(=O)/C(=C/C=C2\SCCN2C)OC1=S	24	0.9	-5	-15	10	-12	-13	-5.1	2.1	-0.7	103
CCOC(=O)c1cc(-c2ccco2)nc2c1c(C)nn2CCC#N	9	1.1	-7	11	7	8	1	-2.1	2.6	2.7	108
O=C(Nc1cccnc1)c1sc2cccc(F)c2c1Cl	-1	0.4	2	-3	132	-3	1	0.2	4.9	1.7	95
Cc1cc(C)c2nc(-c3ccccn3)cc(C(=O)NCc3ccc(S(N)(=O)=O)cc3)c2c1	.	0.8	.	-2	-10	-2	-5	.	3.5	1.1	102
CC(Cc1cccnc1)NC(=O)CCc1nnc(-c2ccccc2)o1 (centres undefined)	8	-1.6	-11	-17	-23	12	-10	-1.9	-0.5	6.6	.
C=C(C)c1cccc(C(C)(C)NC(=O)Nc2ccc(C)cn2)c1	-42	0.9	-18	-3	80	19	-66	7.0	1.0	-3.9	99
Cn1c(N)cc(=O)[nH]c1=S	14	.	-8	0	.	-3	3	-2.9	5.0	.	119
COCC(=O)Nc1ccc([N+](=O)[O-])cc1C	16	-0.7	5	-2	4	-13	10	-3.0	4.3	-1.3	106
CCOC(=O)C1(CCOc2ccccc2)CCN(Cc2nccn2CC)CC1	-10	-2.5	-7	-2	-3	3	3	1.4	1.5	-0.5	91
Cc1cc2ncn(/N=C/c3cccnc3)c2cc1C	14	1.4	-3	-7	-10	1	-6	-2.5	2.1	-0.3	111
CCOC(=O)C1(Cc2ccccc2)C(=O)Nc2ccccc21 (centres undefined)	13	0.5	7	35	-4	3	-10	-2.5	1.2	2.0	102
Cc1ccc(NCN2C(=O)C3CC=CCC3C2=O)cc1 (centres undefined)	11	-2.2	-3	-5	-21	5	-13	-2.0	3.1	-0.2	102
O=c1[nH]c2ccccc2n2c(=S)[nH]nc12	11	2.4	7	-22	5	-5	4	-2.0	0.8	4.6	94
O=C(COC(=O)C1CCN(S(=O)(=O)c2cccc3cccnc23)CC1)c1ccccc1	-2	1.0	-1	11	7	-7	-16	0.5	3.0	6.6	101
CC(C)OC(=O)CCCNc1ccc([N+](=O)[O-])cc1[N+](=O)[O-]	2	0.6	-5	-5	-16	0	7	-0.3	2.9	1.0	114
CCOc1ccc(N2CC(C(=O)Nc3ccc(S(=O)(=O)N4CCOCC4)cc3)CC2=O)cc1 (centres undefined)	16	-2.1	-5	8	-28	-4	14	-2.9	1.0	2.1	106
O=C(Nc1nc2c(F)cccc2s1)C1CC1	-2	-0.9	-5	-2	0	-5	12	0.3	4.4	3.0	95
Cc1ccc(C2/C(=C(\O)c3cnn(-c4ccccc4)c3C)C(=O)C(=O)N2CCN(C)C)o1 (centres undefined)	9	0.5	5	-4	-18	-7	34	-2.2	1.0	2.6	110

(next part)
SMILES	MOR-DOR inv ag	E coli growth	PKA-R1A activ	Arrestin-AP2 inh	Mot1-301 SUMO	Tat export inh	PfHsp90 set2	MOR-DOR ag	phage Ecoli inh	AddAB inh	DSG3 Ab inh
COc1cc(/C=C/C(=O)OCC(=O)Nc2ccc3c(c2)OCCO3)ccc1OCC#N	18	0.3	-6	-6	-13	-2	27	-3.5	-0.5	2.3	87
COC(=O)c1ccc(C2/C(=C(\O)c3ccc4c(c3)OCCO4)C(=O)C(=O)N2CCCN2CCOCC2)cc1 (centres undefined)	16	-2.6	-6	-6	-15	1	-1	-3.2	1.3	3.6	97
COc1cc(-c2cc(-c3ccc(F)cc3)nc(N)c2C#N)ccc1O	-12	-0.2	-8	-14	.	-9	-1	2.2	2.1	0.2	106
COC(=O)c1c(-c2ccsc2)oc2ccc(-c3cc(OC)c(OC)c(OC)c3)cc12	4	-0.7	1	-4	-5	-6	-1	-1.0	-0.8	4.5	99
CCOC(=O)N1CCC(N2CCCC(CO)(Cc3cccc(OC)c3)C2)CC1 (centres undefined)	3	0.4	0	4	25	-1	-21	-0.4	3.8	1.0	123
COc1ccc(CCN(C)CCC(=O)Nc2c(C)cc(C)cc2C)cc1OC	5	-1.3	10	19	-5	-2	-1	-0.8	2.5	-3.2	.
C=C(NS(=O)(=O)c1ccc(C)cc1)C(=O)OC	16	0.7	-3	-8	.	-2	-9	-3.3	1.0	-0.4	97
COc1ccc(CN(C2CCCCC2C)S(=O)(=O)c2ccc(S(=O)(=O)N(C)C)cc2)cc1OC (centres undefined)	8	-1.2	-9	8	3	8	-3	-1.6	2.4	2.4	.
CC1CCCN(C(=O)C2CC(=O)N(c3ccc(Cl)cc3)C2)C1 (centres undefined)	5	3.8	4	24	i	-2	-4	-1.0	0.5	2.0	107
C=CCNC(=O)c1ccc(Cn2c(=S)[nH]c3cc4c(cc3c2=O)OCO4)cc1	2	-2.1	-5	1	106	1	-49	-0.4	2.2	-0.3	99
O=C(NCc1ccccc1)C(c1ccco1)N(C(=O)c1csnn1)C1CC1 (centres undefined)	3	-3.3	0	-4	-9	1	2	-0.5	-0.9	0.5	96
Cc1ccc(C(=O)NNC(=O)C(NC(=O)c2cccc(C)c2)C(C)C)cc1 (centres undefined)	3	2.1	4	-8	-15	-4	-6	-0.7	-0.9	3.1	111
Cc1ccc(C)c(NC(=O)C(OC(=O)c2cnc(C)cn2)c2ccccc2)c1 (centres undefined)	1	1.6	1	-4	4	4	.	-0.1	-1.4	-1.7	104
COc1ccc(C(=O)Nc2c3c(nn2-c2cccc(Cl)c2)CS(=O)C3)cc1 (centres undefined)	12	0.3	-8	-7	-8	1	-6	-2.2	2.5	2.9	100
COc1ccc(CCNC(=O)c2cc(-c3ccco3)on2)cc1OC	15	0.8	-11	23	566*	12	4	-3.0	2.6	2.1	91
Cc1ccc(C(=O)NCC(=O)NCc2ccc(Cl)cc2)s1	18	-0.7	-9	1	19	-3	.	-3.4	3.5	0.8	94
CC1(C)C[C@H]2C3=CCC4[C@@]5(C)CC[C@H](O)[C@@](C)(CO)C5CC[C@@]4(C)[C@]3(C)C[C@@H](O)[C@@]2(CO)[C@@H](O)[C@@H]1O (some centres undefined)	5	1.8	7	-5	-19	6	9	-0.8	3.2	5.8	96
CCOC(=O)c1c(C)noc1CP(=O)(c1ccccc1)c1ccccc1	17	0.2	-3	-3	74	32	-3	-2.9	2.1	-3.2	100
Cc1c(C(=O)N2CCOCC2)sc2nc(-c3ccccc3)cn12	17	-0.1	2	-5	11	2	45	-3.9	3.3	0.5	98
CN(CC(=O)N1CCCCCC1)S(=O)(=O)c1ccc(F)cc1	18	-0.6	-9	8	308	7	15	-3.5	4.0	-1.7	102
COC(=O)c1cccc(CSc2nnc(C)s2)c1	10	0.8	4	5	-9	8	0	-2.0	3.1	-0.8	107
CCCCCc1ccc(-c2ccc(OCC)cc2)nc1	0	0.2	0	-3	119	2	-26	-0.1	-2.5	2.4	114
CCOc1ccc(Br)cc1S(=O)(=O)Nc1cccc(S(=O)(=O)N2CCOCC2)c1	12	.	0	3	.	0	11	-2.3	0.8	.	100
COc1cc(/C=C/C(=O)OCC(=O)NC(=O)NC2CCCC2)ccc1OCC#N	2	.	4	0	.	-2	-62	-0.3	2.1	.	100
C=CCn1c(C)cc(C(=O)CSc2nnc(NCc3ccccc3)s2)c1C	3	2.5	-2	2	-9	3	111*	-0.7	3.0	0.2	107

Next results follow.
SMILES	MOR-DOR inv ag	E coli growth	PKA-R1A activ	Arrestin-AP2 inh	Mot1-301 SUMO	Tat export inh	PfHsp90 set2	MOR-DOR ag	phage Ecoli inh	AddAB inh	DSG3 Ab inh
CCOC(=O)C1CCN(C(=O)COC(=O)c2ccc(Br)o2)CC1	-3	0.0	10	2	11	12	25	0.6	-0.2	1.1	101
COc1cccc(C(C)NC(=O)Nc2cccc(C(F)(F)F)c2)c1 (centres undefined)	-11	4.5	-2	-65	-1	-5	17	1.9	5.4	5.2	96
COc1cc2cc(CN(Cc3ccc4c(c3)OCO4)C(=O)c3ccco3)c(=O)[nH]c2cc1OC	5	-3.9	-3	31	0	2	.	-0.9	1.7	1.4	99
Cn1c(SCC(=O)NC2CC2)nnc1-c1ccc(Cl)cc1	21	0.9	-1	3	-6	-13	-11	-4.8	1.8	0.6	91
COC(=O)c1ccc([C@H](NC(=O)c2ccco2)[C@]2(C)C[C@H]2C2CCCCC2)cc1	-12	-2.8	0	1	37	1	-8	2.1	0.5	0.3	101
Cc1cc(C(C#N)c2ccccc2F)n2ncnc2n1 (centres undefined)	15	0.2	-17	6	21	?	.	-3.1	2.1	1.4	117
CCN(CC)CCCN(Cc1cc2cc3c(cc2[nH]c1=O)OCO3)C(=S)NCCCOC	5	-0.8	-2	14	8	6	-15	-1.0	-0.2	-0.8	114
CCN(CC)C(=O)N1c2ccccc2Sc2ccccc21	-43	2.5	-4	2	3	17	-51	8.7	1.5	0.2	101
O=C(Nc1ccccc1)c1cccc(N2C(=O)C3C4C=CC(C4)C3C2=O)c1 (centres undefined)	7	1.7	2	-15	1	-2	-4	-1.0	1.6	1.7	105
CC(C)NS(=O)(=O)c1ccc(CCC(=O)Nc2cc(Cl)ccc2Oc2ccccc2)cc1	-14	-2.3	-10	7	-5	0	11	3.3	.	1.9	104
Cc1cccc(N=C2NC(=O)c3cc([N+](=O)[O-])ccc32)c1	-34	0.3	1	8	-3	9	-18	4.7	2.9	1.3	102

An unsorted share of the library; 2.8% or so of the library scored in one or more.
